GALK inh: blocks human galactokinase activity. P51570. Purified GALK, Kinase-Glo residual ATP luminescence. Potency, µM (series often up to 57.5 µM), for inactives: at the highest dose activity change, negative = inhibition, hits mostly inhibitors. actives 0.007% (n = 270,000). AID 1868; further: potency means the concentration at half of the fitted maximal effect; on the % scale 0 is the no-effect control and ±100 the full control effect
Target sequence (P51570 whole entry, looked up): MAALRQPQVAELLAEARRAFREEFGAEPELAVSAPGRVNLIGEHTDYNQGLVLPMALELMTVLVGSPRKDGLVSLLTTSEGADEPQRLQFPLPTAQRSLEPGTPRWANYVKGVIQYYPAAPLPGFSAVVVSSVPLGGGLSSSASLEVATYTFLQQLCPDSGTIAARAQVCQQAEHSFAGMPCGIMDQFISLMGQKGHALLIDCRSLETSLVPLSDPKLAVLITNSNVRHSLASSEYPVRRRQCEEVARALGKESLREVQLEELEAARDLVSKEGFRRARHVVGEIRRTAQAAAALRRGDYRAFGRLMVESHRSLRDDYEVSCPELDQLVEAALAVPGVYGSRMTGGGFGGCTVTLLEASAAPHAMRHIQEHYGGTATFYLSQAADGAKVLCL
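Galactose (100 uM) and ATP (35 uM) were turned over by 5 nM GALK for 1 h at RT. Kinase-Glo Plus then converted the remaining ATP into a luminescent signal.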
PKM2 act: PKM2 (human) enzyme activation; purified PKM2, Kinase-Glo ATP luminescence, activation; response scale: 0% is enzyme alone, no compound; Potency, µM (titrated, usually from 57.5 µM), inactives show at the top dose activation, actives largely listed as activators; actives 0.34% (n = 260,000); AID 1631; further: potency means the concentration at half of the fitted maximal effect; on the % scale 0 is the no-effect control and ±100 the full control effect; nearly all actives have a fitted effect of over 55% in size
Target sequence (P14618 whole entry, looked up): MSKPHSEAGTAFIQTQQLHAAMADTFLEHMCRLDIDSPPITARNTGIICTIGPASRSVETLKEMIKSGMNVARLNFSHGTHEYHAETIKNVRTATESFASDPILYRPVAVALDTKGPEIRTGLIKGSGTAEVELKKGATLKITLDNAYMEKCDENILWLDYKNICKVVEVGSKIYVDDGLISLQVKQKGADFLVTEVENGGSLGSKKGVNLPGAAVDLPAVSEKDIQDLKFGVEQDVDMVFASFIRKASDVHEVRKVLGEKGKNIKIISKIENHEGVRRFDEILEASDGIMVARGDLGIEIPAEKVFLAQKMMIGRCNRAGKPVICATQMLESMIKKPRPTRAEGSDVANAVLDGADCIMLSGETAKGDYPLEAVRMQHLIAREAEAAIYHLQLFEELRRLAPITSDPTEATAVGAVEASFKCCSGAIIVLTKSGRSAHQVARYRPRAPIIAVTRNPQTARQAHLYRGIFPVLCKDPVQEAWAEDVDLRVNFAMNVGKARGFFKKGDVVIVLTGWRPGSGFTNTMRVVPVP
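Purified hPK-M2 (>95% pure) converted ADP (0.1 mM final) to ATP with 0.5 mM PEP in 50 mM imidazole pH7.2, KCl, MgCl2, Tween 20, BSA; 1 h at room temperature. ATP detected by Kinase-Glo luminescence.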
Tb PFK block: T. brucei PFK enzyme inhibition | O15648 | T. brucei PFK, ADP-Glo luminescence | Potency, µM (titrated, usually from 57.5 µM), for the others: top-dose activity, negative = inhibition, actives largely listed as inhibitors | actives 0.17% (n = 330,000);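 further: potency means the concentration at half of the fitted maximal effect; 0% = uninhibited 1x PFK enzyme wells and -100% = no-enzyme wells; nearly all actives have a fitted effect of over 60% in size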
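ADP-Glo luminescence quantified ADP after 45 min at room temperature, with 1.25 nM T. brucei PFK, 0.1 mM ATP and 0.5 mM fructose-6-phosphate in pH 8.0 TEA buffer. qHTS titrations up to 57 µM; curves classified by quality.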
S-ASM inh: inhibitors of human secretory acid sphingomyelinase; P17405; placental ASM, HMU-PC fluorogenic substrate, 60 min; Potency, µM (top dose mostly 57.5 µM), for inactives: at the top dose activity change, negative = inhibition, actives largely listed as inhibitors; actives 0.006% (n = 340,000); further: potency means the concentration at half of the fitted maximal effect
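Human placenta-derived ASM enzyme was preincubated with compound for 10 minutes at room temperature, then given fluorogenic substrate HMU-PC0 (9 uM final) for 60 minutes at 37 °C; a pH 10 stop preceded fluorescence reading at Ex 386/Em 447 nm.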
a7 integrin act: activators of alpha7 integrin expression for muscular dystrophy; Potency, µM (titrated, usually from 38.3 µM), inactives show top-dose activation, hits mostly activators; alpha7betagal myoblasts, beta-gal FDG fluorescence, 48 h; actives 0.064% (n = 350,000);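 further: potency means the concentration at half of the fitted maximal effect; 100% = response of the positive control SU9516; nearly all actives have a fitted effect of over 60% in size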
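alpha7betagal+/- myoblasts (passage 13, 250/well) treated 48 h at 37C with compounds at 1:260 dilution of DMSO stock. Lysed, then beta-galactosidase activity read as FDG fluorescence (ex 480/em 540) after 30 min, with pre-read for autofluorescence.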
Menin-MLL TR inh: displaces Texas Red mutant MLL peptide from human menin; O00255; Menin + Texas Red MLL mutant peptide, fluorescence polarization; Potency, µM (top dose mostly 61.6 µM), for inactives: at the top dose FP activity change, negative = inhibition, hits mostly inhibitors; actives 0.23% (n = 270,000); AID 1768; active means well fitted inhibition curve with a large enough effect in the polarisation, with a control signal flat, not every such curve was filed as active; inconclusive means small, poorly fitted or top-dose-only effect, or effect the other way, or a change in a side signal; inactive means no such curve, though single readings can be large or run the other way; the % refers to the polarisation; further: potency means the concentration at half of the fitted maximal effect; % of control where 0% means no effect; many of its hits are not listed in these tables
TSG101-PTAP inh: blocks PTAP/TSG101 interaction to inhibit HIV-1 budding. Fluorescence polarization, FITC-PTAP peptide / Tsg101 binding. Potency, µM (highest dose often 115 µM), for the others: at the highest dose activity change, negative = inhibition, actives largely listed as inhibitors. 340,000 tested, under 10 active. AID 493005; active means well fitted inhibition curve with a large enough effect in the main read-out, with a control signal flat, not every such curve was filed as active; inconclusive means small, poorly fitted or top-dose-only effect, or effect the other way, or a change in a side signal; inactive means no such curve, though single readings can be large or run the other way; further: potency means the concentration at half of the fitted maximal effect; % of control where 0% means no effect
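Tsg101 binding domain (10 uM final) was mixed with compound and a FITC-labeled PTAP peptide (50 nM final) in HEPES pH 7.5 buffer with NaCl, Tween 20, EDTA and TCEP; fluorescence polarization was read after 20 min at r.t.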
B2AR arrestin: agonists driving beta-arrestin recruitment to human beta2-adrenergic receptor | P07550 | actives 0.02% (n = 330,000) | beta-arrestin recruitment to beta2AR, cell-based reporter | Potency, µM (doses to about 46.1 µM), without a hit: at the highest dose activation, usual class: activators | AID 492947;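 further: potency means the concentration at half of the fitted maximal effect; 0% = DMSO controls and full agonism = EC100 isoproterenol or metaproterenol; nearly all actives have a fitted effect of over 65% in size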
BCR signal inh: inhibitors of chronic active B-cell receptor signaling; ABC-DLBCL IkBa-CBG/CBR reporter, luminescence ratio, 4 h; AID 493014; actives 0.05% (n = 340,000); Potency, µM (doses to about 46.1 µM), for the others: at the highest dose ratio change, negative = lower green/red ratio, most hits filed as inhibitors; active means well fitted inhibition curve with a large enough effect in the signal ratio, with a control signal flat, not every such curve was filed as active; inconclusive means small, poorly fitted or top-dose-only effect, or effect the other way, or a change in a side signal; the % refers to the signal ratio;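 further: potency means the concentration at half of the fitted maximal effect; plate controls were basal doxycycline-induced cells for no effect and cells given 10 µM MG132 for full effect; MG132 reads +100%, hits lower the ratio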
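Cell line TMD8 (human ABC DLBCL), stably expressing tet-inducible CBG68-IkBa fusion and CBR; IMDM/0.5% FBS; cpd up to 46 uM; dox induction, 4 h, 37C/5% CO2; dual luminescence; green/red ratio; MG132 control.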
Giardia kill: kills Giardia lamblia; Giardia lamblia trophozoite viability; actives 0.15% (n = 340,000); activity change, % at 7.66 µM, hits read low; AID 540267; in the data active means activity change below about -80%; inconclusive means between about -30% and that limit;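 further: parasites exposed to compound for two days anaerobically before the ATP read; on the % scale 0 is the no-effect control and ±100 the full control effect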
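Trophozoite viability was measured as ATP-dependent luminescence, read 15-30 min after reagent addition. Before that, parasites at 100 cells/well were exposed to compounds for 48 h, anaerobically, at 37 deg C.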
FBPA coupling cs: coupling enzyme interference in Giardia aldolase counter-screen; coupling enzyme system counterscreen, AmpLite Red fluorescence; activity change, negative = inhibition, % at 58.2 µM, hits read low; actives 0.67% (n = 290,000); AID 2472; in the data active means activity change below about -30%; further: on the % scale 0 is the no-effect control and ±100 the full control effect
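Final compound at 57.5 uM, incubated 10 min at RT with coupling enzyme reagent (glyceraldehyde-3-phosphate), then 20 min with substrate and AmpLite Red detection. Fluorescence read at 525/598 nm; tests interference with the coupling assay, not aldolase inhibition.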
The depositor's hits bear a star; ? = inconclusive; nt = no result given; [ ] = remark or other dose. Unless noted, the call rests on the fitted dose curve; in most records, active means well fitted curve in the direction sought with a large enough effect; inconclusive means small, poorly fitted or top-dose-only effect, or another doubt; inactive means no such curve, though single readings can be large; an effect the other way counts as inactive or inconclusive.

SMILES	GALK inh	PKM2 act	Tb PFK block	S-ASM inh	a7 integrin act	Menin-MLL TR inh	TSG101-PTAP inh	B2AR arrestin	BCR signal inh	Giardia kill	FBPA coupling cs
COC(=O)C(C(=O)Nc1nc2ccccc2s1)C1CCCC1 (stereo not given)	-1.1%	-5.4%	-2.9%	-5.3%	16.6%	-3.1%	-0.3%	-0.2%	?	-20.3	1.0
Cc1ccc(N(C)S(=O)(=O)c2cccc(C(=O)NC3=NCCS3)c2)cc1	0.3%	9.7%	3.4%	-2.8%	12.6%	10.5%	-7.7%	-0.3%	-4.8%	-9.5	4.4
CN1CCc2c(OCC(=O)N3CCC(Cc4ccccc4)CC3)cccc2C1=O	2.2%	-1.5%	1.6%	-1.2%	-11.2%	?	0.3%	0.4%	-8.0%	-9.0	1.7
CCCc1[nH]nc2c1C1(CCN(C(=O)OCc3ccccc3)CC1)C(C#N)=C(N)O2	-3.0%	2.8%	2.7%	8.3%	-11.0%	?	-16.9%	-1.8%	?	4.5	0.3
COc1ccc(-c2nc3ccccc3n2CCC(C)C)cc1OC	-0.1%	2.9%	-1.2%	0.2%	0.5%	-12.1%	-2.7%	-0.8%	?	11.5	2.7
Cc1ccn(S(=O)(=O)c2ccc(N3CCCC3=O)cc2)n1	-0.7%	25.5%	2.5%	2.8%	12.1%	10.5%	-2.0%	-1.2%	-3.4%	-6.4	1.3
Cc1sc2nc(CSC(C)C(=O)Nc3ccc(Cl)cn3)[nH]c(=O)c2c1C (stereo not given)	nt	nt	-8.6%	10.6%	28.8%	nt	6.8%	0.1%	4.7%	-1.8	nt
O=C(NCc1cccnc1)c1cn(-c2ccccc2)nc1-c1ccccc1	6.4%	-1.9%	-0.6%	-1.2%	0.3%	0.7%	1.1%	-0.2%	6.5%	-7.9	2.0
Cc1cc(C)c(C#N)c(SC(F)F)n1	1.3%	0.7%	3.4%	2.3%	42.9%	21.6%	-5.3%	0.2%	-5.0%	0.1	2.1
Cc1ccc(-n2c(SCC(=O)Nc3ncc(Cl)cc3Cl)nc3ccccc32)cc1	-0.9%	-19.6%	-2.1%	-11.4%	-46.6%[inhibitor]	-25.4%	-1.7%	4.1%	?	3.3	-0.7
Cc1cc(C)n(-c2nc3ccccc3c(=O)n2OCC(N)=O)n1	-0.9%	9.9%	1.6%	0.0%	13.3%	1.4%	-2.9%	-1.0%	0.5%	-4.7	2.2
COC(=O)c1ccccc1NC(=O)NC1CCCCC1	5.1%	-9.9%	-2.7%	-1.4%	-21.2%	nt	-3.7%	-0.8%	?	18.9	2.4
CCOc1ccc(N2CC(C(=O)Nc3ccncc3)CC2=O)cc1 (stereo not given)	1.3%	0.9%	6.8%	0.0%	-56.8%[inhibitor]	3.5%	2.3%	-0.8%	-3.3%	9.9	0.5
COc1cccc(C(=O)CC(C#N)c2ccc(F)cc2)c1 (stereo not given)	-1.1%	nt	-0.6%	2.5%	-15.0%	7.0%	-9.7%	-0.3%	?	26.0	1.5
Cc1cc(C)cc(OC(C)C(=O)NCCCn2ccnc2)c1 (stereo not given)	0.6%	nt	-3.4%	12.2%	4.6%	6.7%	0.8%	-1.0%	1.5%	2.5	0.7
CCOC(=O)c1[nH]cnc1C(=O)N1CCC(C)CC1	nt	nt	2.4%	-1.0%	0.0%	nt	0.6%	0.0%	?	-4.8	nt
CCC(c1nnnn1CCOC)N(Cc1cc2cc(C)c(C)cc2[nH]c1=O)CC1CCCO1 (stereo not given)	0.6%	3.0%	-7.3%	8.1%	-31.3%	?	4.9%	0.2%	-3.8%	5.3	-4.7
O=C(CNc1ccccc1)Nc1cccc2ccccc12	-0.8%	-0.6%[11.5 µM]	1.8%	-0.9%	-17.2%	4.2%	-1.8%	-0.4%	?	1.1	-2.6
COC(=O)CCC(=O)N1CCCC(C(=O)c2ccc(Cl)cc2C)C1 (stereo not given)	-7.6%	0.0%	-2.5%	-1.7%	2.8%	-7.0%	0.5%	-0.5%	-1.7%	-15.0	2.5
COc1cc(NS(=O)(=O)c2ccc(Br)s2)cc(OC)c1	-1.3%	5.1%	0.0%	-2.0%	19.1%	1.0%	-3.1%	0.1%	-1.2%	-5.1	-7.3
Cc1oc(-c2ccc(Cl)cc2)nc1CS(=O)CC(=O)NCCCN1CCOCC1 (stereo not given)	0.6%	nt	4.0%	1.3%	0.0%	nt	2.7%	0.3%	-0.8%	31.0[activator]	nt
O=C(NCCc1ccc(F)cc1)c1ccc(S(=O)(=O)N2CCCC2)cc1	nt	nt	16.3%	6.2%	-1.4%	nt	-0.1%	0.5%	-1.2%	-10.7	nt
COc1nc(C)nc2c1sc1nc3c(cc12)COC(C)(C)C3	-0.2%	-11.6%	-1.3%	-1.7%	26.6%	-8.3%	-2.1%	-0.1%	-7.0%	-5.3	-0.7
O=C(Nc1nc(-c2ccccc2)cs1)c1ccc2c(c1)S(=O)(=O)c1ccccc1C2=O	0.0%	-2.9%	0.0%	-10.1%	30.1%	10.7%	3.1%	-0.4%	-3.8%	0.5	4.1
COc1ccc(NC(=O)CNC(=O)CC23CC4CC(CC(C4)C2)C3)c(OC)c1	nt	nt	5.7%	-0.8%	13.9%	nt	-2.8%	-0.5%	-1.8%	16.3	nt
CCCCn1c(N)c(N(CC(C)C)C(=O)CSCC(=O)Nc2ccc(OC)cc2)c(=O)[nH]c1=O	nt	nt	-6.8%	15.7%	2.9%	nt	-5.4%	0.1%	5.3%	-5.0	nt
O=C(OCCN1C(=O)c2ccccc2C1=O)c1cc(=O)[nH]c2ccccc12	-0.5%	?	-2.8%	6.6%	3.4%	23.3%	-8.7%	-0.5%	-0.7%	-5.2	4.2
CCOc1ccccc1N1CCN(C(=O)c2cc3c(s2)CCC3)CC1	-1.3%	6.9%	0.0%	-4.4%	-22.8%	?	-2.0%	0.2%	-0.6%	7.4	0.2
CCc1ccccc1NS(=O)(=O)c1ccc2[nH]cc(C(=O)NC3CCCC3)c(=O)c2c1	nt	11.8%	-7.6%	-14.5%	-4.9%	20.3%	-0.9%	-1.1%	-3.3%	4.9	1.0
Cc1ccc(NC(=O)N2CCCC2C(=O)NCc2ccc(Cl)cc2)cc1 (stereo not given)	-3.0%	0.6%[11.5 µM]	1.0%	0.2%	13.7%	-3.2%	-4.9%	-0.3%	5.0%	7.1	-0.6
Cc1ccc(C)c(CN2CCC(CNC(=O)CCc3nnc4ccc(N5CCCCC5)nn34)CC2)c1	-2.0%	nt	0.4%	-0.4%	-12.6%	nt	1.7%	-0.1%	6.8%	8.3	nt
CCn1c(CNc2ccc(C)cc2C)nnc1SCC(=O)N1CCCc2ccccc21	-0.6%	-15.7%	12.1%	-1.4%	-20.7%	13.0%	-8.5%	0.7%	?	1.0	-1.4
Cc1nc2ccccc2c2oc(C(=O)NCCCN3CCCC(C)C3)cc12 (stereo not given)	4.3%	10.0%[0.46 µM]	1.7%	-5.0%	-46.1%[inhibitor]	-28.1%	-7.8%	-0.2%	?	-6.1	-2.2
COc1ccc(/C=N\NC(=O)CC(=O)Nc2cccc(Cl)c2)cc1OC	2.8%	-2.9%	0.2%	-4.4%	-17.5%	8.3%	-0.9%	-0.9%	-9.5%	-7.6	1.0
Cc1ccc(S(=O)(=O)N2CC(C(=O)O)=CC[C@H]2c2ccc3c(c2)OCO3)cc1	nt	nt	-23.4%	16.6%	10.7%	nt	nt	-0.8%	13.2%	-22.1	nt
CCN1CCN(c2ccc(S(=O)(=O)N3CCCCC3)cc2NC(=O)Cc2ccccc2)CC1	nt	nt	1.5%	6.2%	-5.2%	nt	0.9%	0.1%	?	-0.2	nt
Cc1ccc(OCC(=O)NNC(=O)C(=O)N2CCCC2)c(C)c1	-0.1%	-1.9%	-2.2%	1.3%	10.4%	-10.8%	-1.2%	1.8%	-0.8%	12.5	-0.5
Cc1ccc(-c2nnc(-n3ncc(C#N)c3N)c3ccccc23)cc1C	-0.6%	-1.1%	-4.4%	-1.1%	-3.4%	10.6%	-0.2%	1.9%	3.0%	-5.0	4.5
CCn1nc(NC(=O)c2ccccn2)c2cc3cc(C)ccc3nc21	-0.4%	1.2%	4.6%	nt	15.5%	15.9%	-1.5%	0.5%	2.1%	-2.7	-4.1
CCCc1nnc2c(N(C)S(=O)(=O)c3ccccc3)nc3ccccc3n12	1.0%	14.6%	0.3%	2.3%	7.1%	1.6%	-2.4%	-1.7%	7.3%	6.4	0.3

High-throughput results: PubChem BioAssay, National Center for Advancing Translational Sciences (NCATS)

The list is partial; rates above refer to the full screens.
